MT1-MMP act inh: inhibitors of human MT1-MMP activation; P50281; HT1080 RFP-PRO-GFP cells, GFP/RFP ratio fluorescence, overnight; percent of plate control window, DMSO zero; actives 0.061% (n = 360,000); GFP/RFP ratio change, % at 20 µM;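 active means GFP/RFP ratio change of at least 30% with cell ATP level not reduced by more than half and red fluorescence within 50% of control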; further: strong numbers were not always called active
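Assay system: HT1080 RFP-PRO-GFP cells. Benchmarks: DMSO vehicle wells and RFP-L50D-GFP reporter cell wells. Times: overnight cell settling, then overnight compound exposure, 37 °C, 5% CO2. Compound: 20 µM single dose, 1% DMSO. Read-out basis: GFP/RFP fluorescence ratio.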
eLon inh: E. coli protease La inhibition; inhibition, % at 7.94 µM; purified E. coli Lon protease, fluorescence polarization; actives 0.42% (n = 360,000); P0A9M0; in the data active means inhibition above about 13%, passing the limit was not always enough;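 further: 0% = enzyme with probe and DMSO and 100% = no enzyme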
bovine MsrA act: activators of bovine methionine sulfoxide reductase A. purified bovine MsrA, absorbance read-out. activation, % at 10.6 µM. actives 0.3% (n = 360,000); in the data active means activation above about 7.5%;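 further: 0% = vehicle and 100% = reference activator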
MsrA inhibitor: inhibitors of bovine MsrA; AID 651718; inhibition, % at 15.5 µM; actives 0.75% (n = 360,000); purified bovine MsrA, absorbance read-out; in the data active means inhibition above about 4.5%;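 further: 0% = vehicle wells with enzyme and 100% = reference inhibitor wells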
Rpn11 inh: inhibitors of human proteasome Rpn11 | calls only at 20 µM | actives 0.59% (n = 360,000) | O00487 | human 26S proteasome, Ub4-pepOG fluorescence polarization; 20S core pre-blocked with epoxomicin;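 active means inhibition at 20 µM, scaled to each plate's controls, above about 33%, limit read from the data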
Rin1-Abl PPI inh: inhibitors of human Rin1-Abl protein interaction; P00519+Q13671; TR-FRET Rin1/Abl binding, biochemical; inhibition, % at 7.35 µM; actives 0.4% (n = 360,000); in the data active means inhibition above about 5%, passing the limit was not always enough
FAS TE block: FAS thioesterase (human) inhibition. actives 0.67% (n = 360,000). recombinant FAS-TE, OMFH fluorogenic substrate, fluorescence endpoint. AID 602261. inhibition, % at 15 µM;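 active means compounds whose normalised, plate-corrected inhibition of enzyme fluorescence in the single-dose primary screen is 50% or more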;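 further: 0% = DMSO with enzyme and 100% = substrate without enzyme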
PABP1 MLLE inh: inhibitors of microRNA-mediated deadenylation, human PABP1 MLLE binding; GST-MLLE / FITC-PAM2 fluorescence polarization; inhibition, % at 20 µM; actives 0.36% (n = 360,000); AID 588489; in the data active means inhibition above about 35%, passing the limit was not always enough;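 further: plate controls were DMSO wells with GST-MLLE for no effect and wells lacking GST-MLLE protein for full effect; some results filed as inactive read as strong as hits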
CSN deneddyl inh: CSN deneddylation inhibition | Q92905 | Purified CSN, SCF-Nedd8-OG deneddylation, fluorescence polarization | inhibition, % at 12.5 µM | actives 0.38% (n = 360,000);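 active means pattern-corrected inhibition above about 35%, with an unprinted fluorescence ratio check between 0.5 and 1.5, limit read from the data, passing the limit was not always enough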;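 further: 0% = enzyme with substrate and 100% = substrate without enzyme; some results filed as inactive read as strong as hits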
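Detection – fluorescence polarization · System – HEK293T-derived human Csn5 enzyme · Controls – substrate-only high control, full reaction low control · Timing – 90 min, room temperature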
The depositor's hits bear a star; i = inactive; · = not tested or not shown. Compounds were not picked by outcome; about 3.7% have a hit in one of these screens.

mol | MT1-MMP act inh | eLon inh | bovine MsrA act | MsrA inhibitor | Rpn11 inh | Rin1-Abl PPI inh | FAS TE block | PABP1 MLLE inh | CSN deneddyl inh
CN(CC(=O)Nc1ccc(OC(F)(F)F)cc1)C(=O)Cn1c(=O)cnc2ccccc21 | 6.1 | -19.8 | -7.0 | 1.0 | i | 0.6 | 3.2 | -15.1 | 2.8
C#CCn1cc(CNC[C@H]2O[C@@H](n3cnc4c(=O)[nH]c(N)nc43)[C@H](O)[C@@H]2O)c2ccccc21 | -0.2 | -8.2 | -1.7 | 1.4 | i | 6.1 | -5.7 | -1.4 | -1.3
CC(C)CNC(=O)c1ccccc1NC(=O)c1ccc(CN2CCOCC2)cc1 | 6.0 | -0.9 | -2.8 | -0.6 | i | 3.9 | 1.4 | -1.0 | -2.2
O=C(N/N=C/c1ccoc1)c1ccccc1 | 0.2 | -12.5 | -3.5 | 0.2 | i | 0.2 | -2.5 | -1.3 | 1.1
C/C(CC(O)(/C=N/O)c1ccccc1)=N\O (centres undefined) | 5.7 | -3.3 | 1.3 | 0.7 | i | 0.1 | -9.5 | 6.5 | -0.4
O=c1cc(CNC2CCCCC2)c2ccccc2[nH]1 | -1.9 | -1.4 | -3.0 | 1.2 | i | -0.9 | -6.3 | 4.0 | 4.4
O=C(c1cccs1)N1CCN(Cc2nc3ccccc3c(=O)[nH]2)CC1 | -0.4 | -0.7 | -0.7 | -0.9 | i | 3.8 | -7.8 | -4.2 | 1.3
O=S(=O)(c1ccc(Cl)cc1)N1CCC(O)(CN2CCN(Cc3ccccc3)CC2)CC1 | 2.1 | 2.6 | -3.0 | -0.3 | i | 1.2 | -1.9 | 8.5 | -9.0
O=c1c2ccccc2cnn1Cc1n[nH]c(=S)n1-c1ccc(F)c(Cl)c1 | 3.0 | -3.6 | 2.0 | 1.5 | i | -4.1 | -4.9 | -29.7 | -0.3
COCCCN1C(=O)C(CC(=O)NCc2cccc3ccccc23)CC(C(=O)N2CCCCCC2)=C1C (centres undefined) | 4.5 | 0.6 | -1.3 | -0.3 | · | · | -2.2 | · | -1.7
COC12NC(=O)N(C)C1(OC)C(=O)N(C)C(=O)N2C (centres undefined) | -0.4 | 0.9 | -1.3 | -0.1 | i | 0.6 | -3.1 | -10.4 | 0.5
Cc1sc2nc(SCC(=O)NCCO)n(C)c(=O)c2c1C | 3.7 | -1.4 | -2.8 | 0.1 | i | -2.1 | -4.8 | 4.2 | 1.9
C[C@@H]1CN([C@@H](C)CO)C(=O)CCCn2cc(nn2)CO[C@H]1CN(C)C(=O)c1cc(-c2ccccc2)on1 | 1.4 | 5.2 | -2.7 | -0.3 | i | -0.7 | -7.6 | -8.9 | -6.5
NC(=O)C1(N2CCCCC2)CCN(C(=O)CSc2nc3ccccc3[nH]2)CC1 | -2.7 | -0.7 | -4.0 | 0.4 | i | 1.7 | -9.1 | -10.4 | -0.1
COc1ccc(N2CCN(CC(=O)NC(=O)NCc3ccccc3)CC2)cc1 | -2.8 | -0.9 | -5.6 | -0.5 | i | 1.3 | 1.1 | -5.7 | -0.1
COc1ccc(-c2cc(C(=O)N3CCN(c4ccccc4O)CC3)c3ccccc3n2)cc1 | 1.5 | -1.8 | -3.4 | 1.5 | i | 0.0 | 22.9 | -1.5 | -0.9
CCc1ccc(C(=O)NNC(=O)CCN2CCN(Cc3ccccc3)CC2)cc1 | -6.5 | -2.5 | -1.9 | 0.2 | i | -0.1 | -0.8 | -3.5 | 5.4
C=CCOC(=O)C1=C(C)NC(=O)NC1c1ccc2c(c1)OCO2 (centres undefined) | 1.3 | -2.6 | -4.5 | -1.0 | i | -0.8 | -3.3 | 9.9 | -1.6
CN1N=C(C(F)(F)F)CC1=O | 3.3 | -2.5 | -1.7 | -0.3 | i | 4.0 | -9.7 | -7.8 | 2.1
O=C(NCCc1c[nH]c2ccccc12)C1Cc2ccccc2CN1C(=O)c1ccco1 (centres undefined) | -1.7 | -5.7 | -1.7 | 0.5 | i | -2.0 | -1.9 | -8.5 | -1.4

(further entries)
mol | MT1-MMP act inh | eLon inh | bovine MsrA act | MsrA inhibitor | Rpn11 inh | Rin1-Abl PPI inh | FAS TE block | PABP1 MLLE inh | CSN deneddyl inh
CC(=O)c1c(C)[nH]c(C(=O)COC(=O)CCSc2ccccc2)c1C | 0.9 | -13.1 | -1.3 | 3.2 | i | -1.6 | 12.2 | 25.0 | 7.9
CCCCCC1CC(CC#CCN2CCOCC2)C(=O)O1 (centres undefined) | 5.3 | -0.7 | -1.3 | 1.2 | i | 2.3 | -0.4 | -7.0 | 2.4
CCc1ccc(S(=O)(=O)N2CCN(C(=O)c3cccnc3)CC2)cc1 | 1.5 | 2.4 | -4.7 | -0.5 | i | 1.1 | 0.7 | -19.5 | 1.5
CCOC(=O)c1[nH]nc(C(=O)c2ccc(Br)cc2)c1O | 0.8 | 8.6 | -2.7 | 1.9 | i | 0.6 | -5.5 | -6.2 | -0.5
Cc1cccc(N2CCN(CCCNC(=O)C3CCCN(c4ncnc5c4nc4n5CCCCC4)C3)CC2C)c1 (centres undefined) | 4.4 | 2.1 | -6.0 | -1.2 | i | 0.8 | 10.0 | 5.1 | -4.9
CCc1nc(SCC(=O)Nc2ccccc2)c2c(=O)n(C)c(=O)n(C)c2n1 | -2.8 | -3.5 | -1.3 | -1.0 | i | 2.4 | -1.9 | -0.3 | 8.9
c1ccc(NN(Cc2cnccn2)c2ccccc2)cc1 | -1.6 | -18.3 | -0.7 | 0.1 | i | 0.4 | -2.7 | -1.3 | -0.9
O=C(c1sc2ccccc2c1Cl)N1CCN(CCc2ccccn2)CC1 | -0.2 | 16.0 | -9.1 | -0.1 | i | 0.9 | -5.4 | 6.6 | -2.9
CCOc1ccccc1C(=O)NC1CCN(Cc2ccccc2)CC1 | -1.0 | -3.1 | -0.7 | 2.0 | i | 0.2 | -4.3 | -4.7 | 3.2
COc1ccc(C(CC(=O)Nc2cc(OC)cc(OC)c2)n2cccc2)cc1 (centres undefined) | 3.4 | -12.8 | -1.8 | -0.8 | i | -1.5 | 18.0 | -2.0 | 0.5
CCN1C[C@@H]2[C@@H]3C(=O)N(Cc4ccccc4)C(=O)[C@@H]3[C@](Cc3ccccc3)(C1=O)N2C(=O)c1ccc(C)cc1 | -6.4 | -7.4 | -2.8 | -0.5 | i | -0.1 | -0.6 | 1.8 | 1.0
CCOC(=O)C1CCN(C(=O)CCNC(=O)Cn2ccc3ccccc3c2=O)CC1 | 3.2 | 6.5 | -4.3 | 0.4 | i | 2.4 | -6.8 | 2.8 | 0.1
COc1ccc2c(c1)OC[C@H]1[C@H]2N2C(=O)CN(C)C(=O)[C@@]2(C)[C@H]1c1ccccc1 | -0.3 | 0.1 | -0.8 | 1.1 | i | 3.2 | -6.9 | 1.0 | -3.7
CCCCCCCCc1nc(=S)[nH][nH]1 | -2.3 | -5.6 | -5.7 | 0.2 | i | 3.5 | -2.1 | 2.1 | 0.1
COc1ccc(CCNC(=O)COC(=O)Cc2cccc3ccccc23)cc1 | 5.6 | -8.1 | -2.1 | -0.1 | i | 1.3 | -10.5 | 4.3 | -1.1
COCCN(CCOC)Cc1c(C)[nH]c2c(C)c(C)ccc2c1=O | 1.8 | 1.2 | -2.0 | 0.4 | i | 3.6 | -3.0 | 3.9 | 2.3
COc1ccc(-c2csc(N(CCCN(C)C)C(=O)c3ccc(OC)c(OC)c3)n2)cc1 | -4.3 | 3.0 | -3.2 | 1.4 | i | -1.6 | -9.0 | 2.2 | 2.8
COc1ccc(NC(=O)CN(C)C(=O)c2ccc3c(c2)CC(c2ccccc2)OC3=O)cc1 (centres undefined) | 0.5 | -0.7 | -1.4 | 0.9 | i | 8.1* | -3.5 | -29.5 | -4.2
CC(=O)NNC(=O)c1csc(-c2csc(C)n2)n1 | 3.5 | 0.9 | -2.3 | 1.0 | i | 4.1 | -3.8 | -2.2 | 3.2
O=C(NCc1cccnc1)C(=O)Nc1ccc([N+](=O)[O-])cc1 | 0.0 | 1.1 | 0.7 | 0.4 | i | -8.0 | -0.6 | 1.4 | -1.6

Entries listed above shown as hits in Rin1-Abl PPI inh:
| SMILES | MT1-MMP act inh | eLon inh | bovine MsrA act | MsrA inhibitor | Rpn11 inh | Rin1-Abl PPI inh | PABP1 MLLE inh | CSN deneddyl inh |
| --- | --- | --- | --- | --- | --- | --- | --- | --- |
| COc1ccc(NC(=O)CN(C)C(=O)c2ccc3c(c2)CC(c2ccccc2)OC3=O)cc1 (centres undefined) | 0.5 | -0.7 | -1.4 | 0.9 | i | 8.1* | -29.5 | -4.2 |

Quoted from the listing:
`c1ccc(NN(Cc2cnccn2)c2ccccc2)cc1` | bovine MsrA act = -0.7
`COCCN(CCOC)Cc1c(C)[nH]c2c(C)c(C)ccc2c1=O` | Rin1-Abl PPI inh = 3.6

(cont.)
mol | MT1-MMP act inh | eLon inh | bovine MsrA act | MsrA inhibitor | Rpn11 inh | Rin1-Abl PPI inh | FAS TE block | PABP1 MLLE inh | CSN deneddyl inh
Cc1ccc(C)c(NC(=O)CN2C(=O)COc3ccc(S(=O)(=O)N4CCCC4)cc32)c1 | 2.8 | -1.6 | 4.0 | 0.0 | i | 0.8 | -2.5 | 4.5 | 2.5
CC(C)(C)S(=O)(=O)/C(C#N)=C/c1sccc1C1OCCO1 | 2.8 | -13.7 | 0.5 | 1.6 | i | 4.4 | -8.1 | -2.3 | 1.3
CCc1ccc(N2C(=O)CC(N3CCC(C(=O)OC)CC3)C2=O)cc1 (centres undefined) | 0.1 | -9.8 | -2.8 | 2.6 | i | 1.5 | -7.5 | 3.8 | -1.7
CCC(NC(=O)CCc1nnc(-c2cc(C)on2)o1)C12CC3CC(CC(C3)C1)C2 (centres undefined) | -2.0 | 5.3 | -1.0 | -0.3 | i | -3.5 | 1.1 | -17.0 | 1.1
CCOC(=O)C1=C(c2ccccc2)N=c2sc(=Cc3cc(OC)c(OC)c(OC)c3)c(=O)n2C1c1cccs1 (centres undefined) | -5.3 | -22.1 | -10.5 | 2.2 | i | -0.6 | 20.3 | -22.0 | 1.9
CC(=O)N1CCc2c(sc(NC(=O)CCS(=O)(=O)c3ccccc3)c2C(N)=O)C1 | -4.4 | 13.1 | -4.0 | -0.6 | i | 2.8 | -1.3 | -3.4 | -5.8
CN(Cc1ccon1)C(=O)CC1C(=O)NCCN1CC1CCCCC1 (centres undefined) | 2.2 | 7.2 | -9.5 | 0.9 | i | 2.5 | -5.5 | 13.1 | -4.2
CN(C)S(=O)(=O)N1CCN(c2ccccc2Cl)CC1 | 7.5 | -8.9 | -7.2 | 0.4 | i | 2.7 | -5.1 | 5.8 | -6.4
Cc1nnc(C)n1N1C(=O)c2cccc3cccc(c23)C1=O | -1.1 | -5.8 | -5.2 | 0.9 | i | -3.4 | -7.0 | -4.1 | -1.2
CCn1c(Cc2ccccc2)nnc1SCC(=O)Nc1nc(C)c(C)s1 | 2.1 | -0.9 | 0.3 | 1.4 | i | 0.4 | -3.9 | 9.3 | -4.3
C[C@@H]1CN([C@@H](C)CO)C(=O)CCCn2nncc2CO[C@H]1CN(C)C(=O)Nc1ccc(C(F)(F)F)cc1 | 9.4 | -1.1 | -1.5 | 0.0 | i | -1.8 | -3.9 | 10.8 | 1.4
O=C(CCn1nnc(-c2cccs2)n1)NCc1ccccc1Cl | 2.2 | 4.6 | -11.5 | 0.7 | i | 3.5 | -5.5 | 0.2 | -2.2
Cc1cccc(N=C2Sc3nc4c(C)c(C)ccc4cc3CN2CCN2CCOCC2)c1 | 1.1 | -6.3 | -2.5 | 0.9 | i | 3.0 | 41.4 | -2.4 | 2.4
CSCCC(NS(=O)(=O)c1ccc(Cl)cc1)C(=O)O (centres undefined) | 2.4 | 2.8 | -1.4 | -0.2 | i | 1.3 | -5.7 | -1.1 | -2.2

Source: PubChem (several laboratories)
